High-throughput results (PubChem)
Tn7 DDE FP: inhibitors of Tn7 peptide binding to fibrin DD(E), primary screen, biochemical, fluorescence polarization, human fibrin, Tn7 probe. FP displacement of FITC-Tn7 peptide from fibrin DD(E); 0% = median of compound wells per plate. inhibition, % at 8.3 µM. 370,000 compounds, 0.13% hits. AID 720508, 2013;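 active = inhibition above the mean of compounds falling within the control limits plus 3 SD of them, cut at about 14% in these data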;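 also: 0% = plate median of compound wells and 100% = 10 µM Aha-Tn7 peptide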
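Assay system: Fibrin-DD(E) protein isolated from polymerized human fibrin clots; read-out basis: percent inhibition; medium: Tris/NaCl/CaCl2 buffer, pH 7.8; signal: FP measurement; incubation: 10 min plus 3 h, room temperature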
LEDGF integ inh: blockers of LEDGF/p75-dependent integrase strand transfer – biochemical, TR-FRET, high throughput, primary screen. 370,000 compounds, 0.64% hits. TR-FRET IN-LEDGF/p75 DNA integration, Eu/Cy5. inhibition, % at 3.7 µM. AID 743269, 2014;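 active = inhibition above the screen-wide mean plus 3 SD, cut at about 13% in these data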;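 also: signal is the Cy5 over europium emission ratio at 671 and 618 nm; 0% = plate median of compound wells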
SIAE primary: human SIAE inhibitors, primary screen, biochemical, fluorescence polarization, FP-Rh probe, 1536-well HTS; SIAE FP-Rh probe binding; inhibition, % at 9.66 µM; 370,000 compounds, 0.69% hits; AID 1053197, 2014;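 active = inhibition above a cutoff: mean of compounds within the control limits plus 3 SD of those, cut at about 17% in these data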;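 also: 0% = plate median of compound wells and 100% = probe without SIAE protein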
Target sequence (Q9HAT2 whole entry, looked up): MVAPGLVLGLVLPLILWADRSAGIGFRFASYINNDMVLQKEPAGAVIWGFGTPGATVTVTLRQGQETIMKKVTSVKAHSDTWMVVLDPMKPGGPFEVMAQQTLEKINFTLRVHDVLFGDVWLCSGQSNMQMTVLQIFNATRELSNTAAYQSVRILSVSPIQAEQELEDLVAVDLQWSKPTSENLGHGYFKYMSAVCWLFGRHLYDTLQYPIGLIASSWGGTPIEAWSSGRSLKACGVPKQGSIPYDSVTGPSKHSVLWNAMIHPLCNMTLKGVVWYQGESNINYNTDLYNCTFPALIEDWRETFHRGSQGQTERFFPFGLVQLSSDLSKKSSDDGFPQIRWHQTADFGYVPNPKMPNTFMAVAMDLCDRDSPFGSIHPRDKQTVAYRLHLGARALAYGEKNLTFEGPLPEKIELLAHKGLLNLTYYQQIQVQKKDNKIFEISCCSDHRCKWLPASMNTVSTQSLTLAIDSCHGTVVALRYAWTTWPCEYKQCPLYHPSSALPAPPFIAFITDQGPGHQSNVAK
TDP2 absorb: human TDP2 enzyme inhibitors, primary screen, biochemical, epi absorbance, recombinant enzyme | AID 720702, 2013 | Tyrosyl-DNA phosphodiesterase 2 (Homo sapiens), O95551 | 370,000 compounds, 0.34% hits | inhibition, % at 12.8 µM | T5PNP hydrolysis, p-nitrophenol absorbance 415 nm;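 active = inhibition above the mean of all tested compounds plus 3 SD, set per campaign, cut at about 25% in these data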;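 also: 0% = DMSO with enzyme and 100% = buffer with substrate but no TDP2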
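Incubation: 2 h at 37 °C; Test system: recombinant human TDP2; Quantity: enzyme 120 nM; Read-out basis: percent inhibition; Medium: 50 mM Tris-HCl pH 7.5 with Mg2+, KCl, DTT, BSA; Repeats: single replicate; Compound: 12.8 µM single point, 1% DMSO; Signal: epi absorbance; Reagent: 5 mM T5PNP chromogenic substrate; Benchmarks: no-enzyme high, DMSO-plus-enzyme low.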
PRMT1 FP inh: PRMT1 methyltransferase inhibitors, primary screen, biochemical, fluorescence polarization | inhibition, % at 2.79 µM | 370,000 compounds, 1.3% hits | recombinant PRMT1, activity-based probe fluorescence polarization | Protein arginine N-methyltransferase 1 (Homo sapiens), Q99873;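 active = inhibition above about 21% made by adding two undisclosed values, limit read from the data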
Target sequence (Q99873 whole entry, looked up): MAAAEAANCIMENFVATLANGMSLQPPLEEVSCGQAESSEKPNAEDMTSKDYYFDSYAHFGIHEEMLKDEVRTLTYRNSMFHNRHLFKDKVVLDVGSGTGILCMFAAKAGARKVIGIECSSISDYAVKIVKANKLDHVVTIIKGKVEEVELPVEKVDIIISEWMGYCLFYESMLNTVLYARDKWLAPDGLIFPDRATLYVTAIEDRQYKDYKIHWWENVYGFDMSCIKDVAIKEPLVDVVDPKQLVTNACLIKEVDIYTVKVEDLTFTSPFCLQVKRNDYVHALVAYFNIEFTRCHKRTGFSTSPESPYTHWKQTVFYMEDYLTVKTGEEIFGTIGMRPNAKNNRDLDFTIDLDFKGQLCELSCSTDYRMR
HTRA1 inhibitor: HTRA1 serine protease inhibitors, primary screen, biochemical, fluorescence polarization, HTS. Q92743. recombinant HTRA1, FP-rhodamine activity-based probe. inhibition, % at 5.96 µM. 340,000 compounds, 0.5% hits. AID 504803, 2011; in the data active = inhibition above about 36%;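 also: 0% = enzyme with DMSO and 100% = wells lacking enzyme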
UHRF1 binding: UHRF1 methylated DNA binding inhibitors, primary screen, counter-screen for MBD2 inhibitor project, biochemical, TR-FRET, human UHRF1, single concentration | E3 ubiquitin-protein ligase UHRF1 (Homo sapiens), Q96T88 | 370,000 compounds, 0.75% hits | UHRF1 binding to methylated oligo | inhibition, % at 4.4 µM; in the data active = inhibition above about 21%;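 also: UHRF1 SRA domain binding a hemimethylated CpG hairpin DNA probe; 0% = median of test compound wells and 100% = reference inhibitor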
ABHD4 inh: ABHD4 inhibitors, primary screen, biochemical, fluorescence polarization, mouse | purified mABHD4, FP-Rh probe fluorescence polarization | 370,000 compounds, 0.54% hits | (Lyso)-N-acylphosphatidylethanolamine lipase (Mus musculus), Q8VD66 | inhibition, % at 8.92 µM;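 active = inhibition exceeding the mean over every tested compound plus 3 SD, cut at about 30% in these data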;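 also: 0% = plate median of compound wells and 100% = S159A mutant with DMSO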
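system = mouse ABHD4 enzyme, wild type | medium = HEPES pH 7.0, NaCl, Pluronic buffer | also added = FP-Rh probe | incubation = Enzyme–compound pre-incubation 45 min, then probe 60 min, both 25 °C | technique = fluorescence polarization, excitation 525 nm, emission 598 nm, BODIPY TMR filters | controls = S159A mutant high control, sample median low control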
PG9 Ab binder: binders of HIV-1 gp120 antibody PG9, primary screen, biochemical, TR-FRET; TR-FRET gp120-PG9 antibody binding; inhibition, % at 6.7 µM; HIV-1 gp120 / PG9 antibody interaction; 360,000 compounds, 0.43% hits; AID 624416, 2012; in the data active = inhibition above about 8.5%
TCR-CD3 inh: inhibitors of human TCR-CD3 interaction, primary screen, biochemical, fluorescence, TAMRA-labeled TCR probe; 360,000 compounds, 0.37% hits; inhibition, % at 9.4 µM; in the data active = inhibition above about 19%;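 also: recombinant mutant TCR 2C K166C tagged with TAMRA read by polarization; 0% = receptor in buffer alone and 100% = receptor with positive control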
Starred values were filed as active, the others as inactive; . = not tested or not shown.

Values run as follows: Tn7 DDE FP	LEDGF integ inh	SIAE primary	TDP2 absorb	PRMT1 FP inh	HTRA1 inhibitor	UHRF1 binding	ABHD4 inh	PG9 Ab binder	TCR-CD3 inh
COc1cc(OC)cc(C(=O)OCc2ccc([N+](=O)[O-])cc2)c1
→ -4	2	0	-4	5	7	3	-3	1.5	8
COc1ccc(C(=O)NC(=S)N2CCCc3ccccc32)cc1OC
→ -4	-4	10	-1	3	11	5	3	-0.2	-2
N#CC1=C(N)Oc2ccc3ccccc3c2C1c1cccnc1 (centres undefined)
→ -5	-2	-4	-4	-1	-9	-4	-2	-5.0	9
COc1ccc(-n2nc3c(c2NC(=O)c2c(-c4ccccc4Cl)noc2C)CS(=O)(=O)C3)cc1
→ 9	-3	0	-3	-1	-4	0	1	0.8	6
CC(=O)c1ccc(NC(=O)CSc2ccc(-c3ccco3)nn2)cc1
→ -7	-1	3	13	18	-5	-5	1	2.3	10
COc1cccc(CN(C)CC(=O)Nc2ccccc2C(=O)Nc2ccccc2)c1OC
→ -11	3	8	-6	-5	-20	1	2	-2.3	3
CN(C)c1ncnc2c1ncn2[C@H]1CN(Cc2ccco2)C[C@@H](CO)O1
→ -7	-1	-1	-8	0	.	0	4	0.0	-5
O=C(O)c1ccc(S(=O)(=O)c2ccccc2)cc1
→ -7	2	1	8	1	6	-3	1	0.1	7
C=CCNC(=O)c1ccc(Cl)cc1Cl
→ 5	3	0	1	0	7	0	0	-2.3	-3
O=C(CN1CCCC1)N1c2ccccc2Sc2ccc(C(F)(F)F)cc21
→ -5	2	4	5	1	7	1	3	0.7	-2
Cc1nn(C)c(C)c1S(=O)(=O)N1CCCC(C(=O)N2CCN(c3ccccc3)CC2)C1 (centres undefined)
→ -1	-2	6	2	1	5	-3	-9	-0.2	6
CN(C(=O)COC(=O)/C=C/c1cccc([N+](=O)[O-])c1)C1CCS(=O)(=O)C1 (centres undefined)
→ 2	1	9	9	0	-4	-1	1	0.6	-13
CNC(=S)N/N=C(\C)c1ccc2c(c1)OCCO2
→ -6	2	-7	-17	-2	-5	2	-13	-3.0	6
N#Cc1ccccc1NC(=O)Nc1ccccc1
→ -2	-2	-2	19	1	4	9	5	-0.9	-3
CC(=O)Nc1ccc(S(=O)(=O)NCc2ccc(C(=O)NCc3ccc(Cl)cc3)cc2)cc1
→ -9	-6	-28	1	-2	-10	-1	-31	-1.4	-4
O=C(/C=C/c1ccco1)NCc1ccc2c(c1)OCO2
→ 1	2	-1	8	11	-3	-4	0	-0.3	0
CC(C)CN1C(=O)NC(NC(=O)c2cccs2)(C(F)(F)F)C1=O (centres undefined)
→ 2	0	0	-6	-1	-4	0	-2	1.1	9
O=S(=O)(N/N=C1/CC(c2ccccc2)Oc2ccccc21)c1ccccc1 (centres undefined)
→ 4	-5	0	1	0	-4	-1	-22	-1.5	-4
CC1CC(C)CN(CCCNC(=O)CN2C(=O)c3cccnc3Oc3ccc(Cl)cc32)C1 (centres undefined)
→ 2	4	-9	-22	-3	2	3	-4	-2.0	-12
COc1ccc(/C=N\n2nnc3ccccc32)cc1
→ -8	0	-1	-3	0	-7	-3	-7	-0.4	7

2 compounds drawn at random from those above, as already listed:
Values run as follows: Tn7 DDE FP	LEDGF integ inh	SIAE primary	TDP2 absorb	PRMT1 FP inh	HTRA1 inhibitor	UHRF1 binding	ABHD4 inh	PG9 Ab binder	TCR-CD3 inh
O=C(/C=C/c1ccco1)NCc1ccc2c(c1)OCO2
→ 1	2	-1	8	11	-3	-4	0	-0.3	0
Cc1nn(C)c(C)c1S(=O)(=O)N1CCCC(C(=O)N2CCN(c3ccccc3)CC2)C1 (centres undefined)
→ -1	-2	6	2	1	5	-3	-9	-0.2	6

Additional structures follow:
Values run as follows: Tn7 DDE FP	LEDGF integ inh	SIAE primary	TDP2 absorb	PRMT1 FP inh	HTRA1 inhibitor	UHRF1 binding	ABHD4 inh	PG9 Ab binder	TCR-CD3 inh
O=C(NCc1ccccn1)C(=O)Nc1ccccc1
→ -7	-3	-10	-19	5	1	5	-14	0.2	-4
CCOc1ccc(NC(=O)CC2C(=O)N(c3ccc(OC)cc3)C(=O)N2CCc2ccc(OC)c(OC)c2)cc1 (centres undefined)
→ 3	-1	-7	-2	-1	1	8	-1	-0.4	3
Nc1ccc2nc(CCCCCCc3nc4ccc(N)cc4[nH]3)[nH]c2c1
→ -1	-9	4	-10	1	1	-1	4	-0.4	-9
COc1ccc(-c2noc(-c3ccoc3C)n2)cc1
→ 0	1	3	2	1	-14	3	-5	-3.1	-10
CN(CC1COCCO1)c1nc2nonc2nc1N1CCSCC1 (centres undefined)
→ 3	-8	-1	-13	3	3	5	3	-2.9	-7
CN(C)S(=O)(=O)Nc1ccc(Br)cc1F
→ 0	5	-3	-16	-3	1	0	0	-0.8	-1
CCOC(=O)c1cc2ccccc2n1C1CCN(C)CC1
→ 2	1	1	5	4	.	-1	6	-1.3	-7
C[C@@H](C(=O)Nc1ccc2c(c1)OCO2)n1c(=O)[nH]c2ccccc2c1=O
→ -6	0	2	1	-2	16	-2	4	0.8	-2
CCCCN(C(=O)CSc1ncn[nH]1)c1c(N)n(Cc2ccccc2)c(=O)[nH]c1=O
→ 1	1	-6	-9	-3	0	2	-1	-1.7	5
O=C(C1CC(=O)N(c2ccc(Cl)cc2)C1)N1CCC(c2nc3ccccc3[nH]2)CC1 (centres undefined)
→ -7	-4	-1	9	3	-3	-1	-4	0.4	0
O=C(CC1(O)C(=O)Nc2ccccc21)c1cccc(-n2cccc2)c1 (centres undefined)
→ -1	3	0	2	1	-9	-2	3	-0.8	0
COc1cc(NC(=S)NCc2ccco2)cc(OC)c1
→ -5	1	0	-7	-1	-7	-1	9	-0.7	1
O=C(CSc1n[nH]c(=O)n1-c1ccccc1)Nc1ccccc1
→ -4	2	1	-24	-1	.	-2	-6	-2.5	-11
CCn1nnnc1SCC(=O)N(C1CCCCC1)C1CCCCC1
→ -1	0	1	1	-2	0	0	1	0.1	0
S=C(NCCN1CCOCC1)N1CCN(c2cccc(Cl)c2)CC1
→ 11	-1	8	21	-3	-7	0	13	0.4	2
Cc1sc2ncnc(SCC(=O)NCC3CCCO3)c2c1C (centres undefined)
→ 3	0	9	0	1	-4	0	1	0.1	-4
COc1ccccc1OC(C)C(=O)N1CCc2ccccc21 (centres undefined)
→ -2	0	11	0	4	-1	6	-7	0.6	-12
O=C(CCCn1c(SCC(=O)c2ccc(Cl)cc2)nc2ccccc2c1=O)NCc1ccco1
→ -1	1	-6	10	-4	5	-2	-2	1.7	2
COc1cc(/C=N/Nc2ccc(C)cc2)cc(Br)c1O
→ -2	-3	6	-5	7	5	-6	16	-2.3	-8
CC(=O)Nc1ccc(-c2ccnc3c2CC(C(=O)Nc2cccc(N(C)C)c2)O3)cc1 (centres undefined)
→ 1	24*	2	0	1	.	-2	-2	-6.1	-4
CN(C)c1ccc(CNC(=O)C2(C)Cc3c(-c4ccccc4)ccnc3O2)cc1 (centres undefined)
→ 7	-4	5	1	-2	.	-1	3	-0.9	-1
CCN1CCN(C(=O)CCS(=O)(=O)c2cc3c(cc2Cl)NC(=O)CO3)CC1
→ -6	-1	-4	0	1	3	-2	1	-1.7	11
COC(=O)[C@]12C[C@H](CC(=O)NCc3ccc(C)o3)C(=O)N(Cc3ccccc3)C1=C[C@H](C(C)C)O[C@@H]2C1CC1
→ -1	1	-1	-8	3	.	-2	-4	0.4	0
CC(=NNc1ccccc1)C(C)=NNc1ccccc1
→ -6	-2	11	-2	1	2	-2	6	-3.5	1
Nc1nc(SCC(=O)N2CCN(c3ccccc3)CC2)n[nH]1
→ 5	2	0	-2	0	0	4	-2	-2.5	1
Cc1ccc(C)c(NC(=O)CSc2nnc(NC(=O)C3CC3)s2)c1
→ -5	3	-10	3	-1	0	3	2	-3.8	2
COc1ccc(C(c2c(C)[nH]n(C(N)=S)c2=O)C(C#N)C#N)cc1 (centres undefined)
→ 11	-1	6	9	2	1	-6	5	0.1	1
CN1CCN(C2Cc3ccccc3Sc3cc(C(F)(F)F)ccc32)CC1 (centres undefined)
→ -7	2	-2	-14	-1	.	0	19	-3.9	3
O=C(Cn1cc([N+](=O)[O-])cn1)Nc1nccs1
→ 2	-5	3	14	5	12	-1	7	0.6	3
O=C(Nc1ccc2c(c1)OCO2)c1cnn2c(C(F)(F)F)cc(-c3ccco3)nc12
→ -6	0	-3	8	3	-2	0	6	0.7	-7
Cc1ccc(NC2=NC(c3ccc(C)cc3)n3c(nc(C)cc3=O)N2)cc1 (centres undefined)
→ 3	3	-1	15	-1	-2	-4	1	-2.2	1
CN(Cc1nc(-c2ccc(C(F)(F)F)cc2)no1)C1CCOCC1
→ 0	3	-2	5	1	6	1	-3	0.3	2
COc1cccc(C2c3[nH]c4ccccc4c3CCN2C(=O)Cn2cncn2)c1OC (centres undefined)
→ -6	-3	3	4	0	7	-1	-1	1.6	-4
COc1ccc(-c2cn(Cc3ccc(C(=O)NCc4ccc(C)cc4)cc3)c(C(C)N)n2)cc1 (centres undefined)
→ 1	-3	-2	1	-2	-37	2	6	-1.7	1
O=C(Nc1ccccc1)C1=C[C@@H](c2ccc(C(F)(F)F)cc2)C[C@@H](OCc2ccc(CO)cc2)O1
→ -2	0	-26	-13	6	-73	5	-63	0.1	-4
COc1ccc(NC(=O)C2CC(c3ccc(OC)c(OC)c3)=NO2)cc1OC (centres undefined)
→ -5	-5	8	6	-1	3	0	-1	0.0	8
COc1ccc(CCNC(=O)Cn2cnc3c(nnn3Cc3ccccc3F)c2=O)cc1OC
→ -2	-2	1	5	-3	-2	-1	-1	0.2	-1
Cc1ccc(S(=O)(=O)N2CCCC(C(=O)Nc3ccc(NC(=O)c4ccccn4)cc3)C2)cc1 (centres undefined)
→ -2	-1	-10	1	2	-2	-3	5	-0.5	2
COC(=O)[C@H](Cc1ccccc1)NC(=O)C1(OC(C)=O)CC(OC(C)=O)C(OC(C)=O)C(OC(C)=O)C1 (some centres undefined)
→ 0	3	5	8	-1	-3	-2	-1	-1.0	2
